# Source: PubChem BioAssay (several laboratories)
# PPC-1+TRAIL kill = compounds killing PPC-1 cancer cells with TRAIL present, primary screen, TRAIL potentiator project, ATPLite luminescence, uHTS; AID 1443, 2008; PPC-1 cells + TRAIL, ATPLite viability luminescence; actives 0.41% (n = 220,000); cell killing (% activity), % at 4 µM;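 active means cell killing above 50% in the first pass at 4 µM, then a duplicate retest at 5 µM averaging 50% or more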;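 further: plate controls were cells with TRAIL plus DMSO for no effect and medium-only wells lacking cells for full effect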
# EP2 antag = human EP2 receptor antagonists, primary screen, TR-FRET cAMP, C6 glioma cells; Prostaglandin E2 receptor EP2 subtype (Homo sapiens), P43116; inhibition, % at 25 µM; actives 0.52% (n = 260,000); C6 glioma cells expressing human EP2; cells stimulated with saturating PGE2;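 active means percent inhibition above 40 after rounding to a whole number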;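 further: rat C6 glioma host cells with rolipram phosphodiesterase inhibitor present; the protocol text gives 20 µM as final concentration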
# Target sequence (P43116 whole entry, looked up): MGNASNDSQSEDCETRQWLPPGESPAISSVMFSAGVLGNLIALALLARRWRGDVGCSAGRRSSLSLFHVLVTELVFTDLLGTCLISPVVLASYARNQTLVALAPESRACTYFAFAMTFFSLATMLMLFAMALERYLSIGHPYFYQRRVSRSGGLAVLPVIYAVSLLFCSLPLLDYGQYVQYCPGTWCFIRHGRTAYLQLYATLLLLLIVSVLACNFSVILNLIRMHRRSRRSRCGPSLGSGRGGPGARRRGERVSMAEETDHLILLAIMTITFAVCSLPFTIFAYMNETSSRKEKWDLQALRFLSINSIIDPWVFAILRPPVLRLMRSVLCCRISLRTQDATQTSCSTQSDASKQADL
# The depositor's hits bear a star; x = not tested or not shown. Not all compounds are listed; rates above refer to the full screens.
SMILES,PPC-1+TRAIL kill,EP2 antag
O=C(NCC1CC1)C1(C(F)(F)F)CC(CCCO)CCCO1 (stereo unspecified),x,11
N#Cc1sc(=O)[nH]c1Cl,x,10
COc1ccc(NC(=O)[C@@H]2CC=C[C@@H]3CCN(C4CCCCC4)C(=O)[C@@H]32)cc1,x,18
C[C@H](CCC(=O)O)[C@H]1CC[C@H]2[C@@H]3CC[C@@H]4C[C@H](O)CC[C@]4(C)[C@H]3C[C@H](O)[C@]12C,x,12
Cc1cc2oc3cc(NCCC4CCCN4C)ccc3c(=O)c2cc1C (stereo unspecified),x,14
C=CCN1c2ccccc2[C@]23C[C@@H](C(=O)OC)N(C(=O)OCC)C2=NC(C(=O)OC)=C(C(=O)OC)[C@H]13,x,15
COC(=O)c1ccc(C2=NOC(C)(c3nnc(-c4cccc(Cl)c4)o3)C2)cc1 (stereo unspecified),x,9
COc1ccc(C2=NOC(C)(c3nnc(Cc4ccccc4)o3)C2)cc1 (stereo unspecified),x,-3
COc1ccc([C@H]2/C=C\CN(S(=O)(=O)c3ccc4ccccc4c3)[C@@H](C)C(=O)N2Cc2ccc(F)cc2)cc1,x,11
O=C1C=C(c2cccc(O)c2)CCC1,x,-3
O=C(O)C1Nc2ccc(C(F)(F)F)cc2C2OCCC12 (stereo unspecified),x,9
COC(=O)C1=C[C@@H](C(=O)OC)[C@@H]2C3=C(C(=O)[C@@]2(C)NC(=O)c2ccccc2)[C@H](c2ccccc2)[C@@H]2C(=O)NC(=O)[C@@H]2[C@@H]3C1,x,2
C[C@@H]1CCC[C@]2(O[C@H](CCO)C[C@@H](O)[C@@H]2O)O1,x,9
CC1(C)c2[nH]c3ccccc3c2C[C@H]2C(=O)N(Cc3ccccc3F)C(=O)N21,x,6
Cc1nc(-c2ccccc2)sc1C1(C)CC(c2ccccc2F)=NO1 (stereo unspecified),x,7
COc1ccc(Nc2nc(C)cc(-c3cc(-c4ccccc4)on3)n2)cc1,x,14
COC(=O)C1=C(C(=O)OC)[C@@H]2N(C)c3ccc(OC)cc3[C@@]23C[C@@H](C(=O)OC)N(C(=O)COCc2ccccc2)C3=N1,x,12
COC(C[C@@H](O)C[C@@H](O)[C@@H](C)OCc1ccccc1)OC,x,8
CCc1cc(-c2ccc3c(c2)COc2c4ccccc4nn2-3)on1,x,10
Cc1nc(C(=O)O)sc1C1(C)CC(c2cccc([N+](=O)[O-])c2)=NO1 (stereo unspecified),x,8
CCOC(=O)CSc1nnc(C)c(C)n1,x,1
CS(=O)(=O)c1ccc(CNC(=O)C2(C(F)(F)F)C/C(=C\Cc3ccccc3)CCCO2)cc1 (stereo unspecified),x,14
Cc1ccc(O)c(O)c1,x,32
O=C(Nc1ccc(Cl)cc1)c1ccc2c(c1)S(=O)(=O)c1ccccc1C2=O,x,7
CCOC(=O)C[C@H]1c2cc(F)ccc2S(=O)(=O)N1C1CCCCC1,x,18
CCC[C@@H]1CCCO[C@@](C(=O)NCc2cc(C)n(C)n2)(C(F)(F)F)C1,x,9
COC(C/C=C\[C@@H](O)[C@@H](C)OCc1ccccc1)OC,x,9
Fc1ccc(-n2nnc(-c3ncc[nH]3)n2)cc1,x,-2
CCOC(=O)/C=C/c1ccc2c(c1)S(=O)(=O)N(Cc1ccc(OC)cc1)[C@H]2CC(=O)OCC,x,11
CCOC(=O)[C@@H]1[C@H]2COc3ccc(Br)cc3[C@@H]2N2C(=O)N(c3cccc(Cl)c3)C(=O)[C@]12C,x,8
CCOC(=O)CN1C(=O)N[C@@H](c2ccco2)C(C(=O)OC)=C1C,x,1
COCCNC(=O)C1CC(c2ccc(C(F)(F)F)cc2)=NO1 (stereo unspecified),x,14
COC(=O)[C@@]1(Cc2ccc(OC)cc2)[C@H]2c3cc(C(=O)N4CCCC4)n(Cc4c(CO)[nH]cc(C)c4=O)c3C[C@H]2CN1C(=O)c1ccccc1,x,18
CC1(C)c2[nH]c3ccccc3c2C[C@@H]2C(=O)N(c3ccc(F)cc3F)C(=O)N21,x,9
CC(C)(C)c1ccc(NC(=O)c2ccc3c(c2)S(=O)(=O)c2ccccc2C3=O)cc1,x,5
Cc1ccc(Cn2c(C(C)Nc3nc(-c4ccc(F)cc4)cs3)nc3cc(C(F)(F)F)ccc32)cc1 (stereo unspecified),x,8

# Reprinted at random: 4 compounds from above.
SMILES,PPC-1+TRAIL kill,EP2 antag
CCOC(=O)C[C@H]1c2cc(F)ccc2S(=O)(=O)N1C1CCCCC1,x,18
CCC[C@@H]1CCCO[C@@](C(=O)NCc2cc(C)n(C)n2)(C(F)(F)F)C1,x,9
Cc1ccc(Cn2c(C(C)Nc3nc(-c4ccc(F)cc4)cs3)nc3cc(C(F)(F)F)ccc32)cc1 (stereo unspecified),x,8
CCOC(=O)CN1C(=O)N[C@@H](c2ccco2)C(C(=O)OC)=C1C,x,1

# More entries:
SMILES,PPC-1+TRAIL kill,EP2 antag
COc1ccc2[nH]c(=O)c(-c3nnn(-c4ccc(Cl)nc4)n3)cc2c1,x,3
COc1cccc(SCc2noc(C(=O)NCC3CC3)c2C(=O)NCC2CC2)c1,x,17
CCN1C(=O)N[C@@H](c2cccc(F)c2)C(C(C)=O)=C1C,x,2
COc1ccc(-c2ccccc2)c2oc(-c3ccco3)cc(=O)c12,x,18
CC(=O)n1cc([C@H]2C=C(C(=O)N3CCOCC3)O[C@@H](OCCCCO)C2)c2ccccc21,x,-2
COc1c(N2C[C@@H]3CCCN[C@@H]3C2)c(F)cc2c(=O)c(C(=O)O)cn(C3CC3)c12,x,25
Cc1ccccc1CN1C(=O)[C@H]2Cc3c([nH]c4ccccc34)C(C)(C)N2C1=O,x,16
COc1cc(/C=C2/N=C(c3ccccc3)OC2=O)c(F)cc1OCc1ccccc1,x,5
C/C=C(\C)C(=O)NCCN1C2=NC[C@@H](Cc3ccccc3)N2C[C@@H]1Cc1ccc(OC)cc1,x,20
CCOC(=O)C1=C(C)N(CCCC(=O)O)C(=O)NC1C(CC)CC (stereo unspecified),x,4
C=CCOC(=O)C1=C[C@@H](c2csc3ccccc23)[C@H](CCCO)[C@@H](OCC)O1,x,6
C#CCNC(=O)[C@H](Cc1ccc(C(=O)c2ccccc2)cc1)NC(=O)OC(C)(C)C,x,15
CCCCNC(=O)c1onc(CSc2ccc(F)c(F)c2)c1C(=O)NCCCC,x,9
COC(=O)C1=C(C)N(CCCC(=O)O)C(=O)NC1c1ccc([N+](=O)[O-])cc1 (stereo unspecified),x,12
CCOc1ccc(NC(=O)c2ccc(F)cc2F)cc1,x,14
C[C@H](CCC(=O)O)[C@H]1CC[C@H]2[C@@H]3[C@H](O)C[C@@H]4C[C@H](O)CC[C@]4(C)[C@H]3C[C@H](O)[C@]12C,x,12
COc1ccc(CCNC(=O)C2CC3Cn4c(nc5ccccc54)C3N2c2ccccc2)cc1 (stereo unspecified),x,19
COc1ccc(-c2oc3c4c(cc(OC)c3c(=O)c2CC=C(C)C)OC(C)(C)C=C4)c(OC)c1,x,12
Cc1ccsc1C(=CCCN1CCC[C@@H](C(=O)O)C1)c1sccc1C,x,20
O=C1N[C@@H](Cc2cn(S(=O)(=O)c3ccc([N+](=O)[O-])cc3)c3ccccc23)C(=O)N[C@H]1Cc1ccccc1,x,12
O=C1CC2(CCCCC2)Oc2ccccc21,x,7
CC1(C)C=Cc2c(ccc3c2OC[C@@H](c2ccc(O)cc2O)C3)O1,x,20
COCCNC(=O)c1cc(-c2ccccc2)nn1CC1CC(c2cccc([N+](=O)[O-])c2)=NO1 (stereo unspecified),x,-1
S=C1NCCC12C(=S)Nc1ccccc12 (stereo unspecified),x,12
CCCCN1C(N)=NC[C@@H]1c1ccccc1,x,7
OCCCn1c(C2CCCN2c2nc(-c3ccc(Cl)cc3)cs2)nc2cc(Cl)c(N3CCCCC3)cc21 (stereo unspecified),x,6
CCOc1cc(N)c(Cl)cc1C(=O)NCC1CN(Cc2ccc(F)cc2)CCO1 (stereo unspecified),x,14
O=C(c1ccccc1)N1CCC(=O)N(C(CO)Cc2ccccc2)CC1 (stereo unspecified),x,5
CCCC/C=C/[C@H](c1ccccc1)[C@H](CO)Cc1cccnc1,x,18
CC1=CC(c2ccccc2)n2nc(N)nc2N1 (stereo unspecified),x,10
COc1ccc(-c2c(C3=CCCCC3)oc3ccc(-c4ccc5c(c4)OCO5)cc23)cn1,x,3
CC(=O)N1CCN(c2ccc(Nc3nc(C)nc4c3oc3ccccc34)cc2)CC1,x,22
C=CCNC(=O)c1c(CSc2ccc(Cl)cc2)noc1C(=O)NCc1ccccc1,x,7
O=C(C1=C[C@@H](c2ccc(C(F)(F)F)cc2)C[C@@H](OCCCCO)O1)N1CCCCCCC1,x,13
COC(=O)C1N[C@@H]([C@@H](NC(=O)COc2ccccc2)C(=O)Nc2ccc(OC)cc2)SC1(C)C (stereo partly specified),x,21
COCCNC(=O)c1c(CSc2ccc(Cl)cc2)noc1C(=O)NCc1ccccc1,x,11

# An excerpt of these results, with bars between the fields.
Molecule | PPC-1+TRAIL kill | EP2 antag
COc1ccc(-c2c(C3=CCCCC3)oc3ccc(-c4ccc5c(c4)OCO5)cc23)cn1 | x | 3
CC(=O)N1CCN(c2ccc(Nc3nc(C)nc4c3oc3ccccc34)cc2)CC1 | x | 22
C=CCNC(=O)c1c(CSc2ccc(Cl)cc2)noc1C(=O)NCc1ccccc1 | x | 7
O=C(C1=C[C@@H](c2ccc(C(F)(F)F)cc2)C[C@@H](OCCCCO)O1)N1CCCCCCC1 | x | 13
COC(=O)C1N[C@@H]([C@@H](NC(=O)COc2ccccc2)C(=O)Nc2ccc(OC)cc2)SC1(C)C (stereo partly specified) | x | 21

# (next part)
SMILES,PPC-1+TRAIL kill,EP2 antag
CCCCN1CC[C@H]2C=CC[C@@H](C(=O)Nc3ccc(Cl)c(C(F)(F)F)c3)[C@H]2C1=O,x,-2
COc1ccc(-c2ccc3oc(-c4ccc(OC)cc4)c(C#CC4(O)CCCCC4)c3c2)cc1,x,20
CCOC(=O)c1cccc(NC(=O)c2c(NCc3ccccc3)[nH]c(=O)[nH]c2=O)c1,x,10
Cc1csc(N2CCCC2c2nc3cc(Cl)c(N4CCCCC4)cc3n2CCCO)n1 (stereo unspecified),x,9
COC(=O)[C@@H]1[C@H](CCc2ccccc2)NC(=O)N(Cc2ccccc2)[C@@H]1C,x,1
C=C1CCN([C@@H](CC(C)C)C(=O)NCCCc2ccccc2)S(=O)(=O)c2ccccc21,x,13
COc1ccc(-c2ccc3oc(-c4ccsc4)cc3c2)cc1,x,20
CCC(=O)c1cn([C@@H](CCC(OC)OC)CC(=O)OC(C)(C)C)cc1CC,x,19
OCCOCCn1c(C2CCCN2c2nc(-c3ccc(F)cc3)cs2)nc2cc(Cl)c(Cl)cc21 (stereo unspecified),x,10
COC(C/C=C\[C@H](O)COCc1ccccc1)OC,x,15
CCOC(=O)c1ccc(NC(=O)c2c(N)n(C)c(=O)n(C)c2=O)cc1,x,8
C=CCN(CC(=O)c1sc(C(=O)OCC)nc1C)c1cccc(Br)c1,x,21
O=C(NC1CC1)C1=C[C@H](c2coc3ccccc3c2=O)C[C@H](OCCCCO)O1,x,17
CC1(c2nnc(-c3cccc(Cl)c3)o2)CC(c2cccc(F)c2)=NO1 (stereo unspecified),x,10
O=C(O)C[C@H]1c2cc(C(F)(F)F)ccc2S(=O)(=O)N1C1CCCCC1,x,15
O=S1(=O)CCOC[C@H](Cc2ccccc2)N1Cc1cccc(F)c1,x,19
COC(C/C=C\[C@@H](O)[C@H](C)OCc1ccccc1)OC,x,-2
Cc1ccc(Nc2nc(NCCO)nc(N3CCCC3)n2)cc1,x,5
COc1ccc(CCNC(=O)C2CC3Cn4c(nc5ccccc54)C3N2Cc2ccccc2)cc1 (stereo unspecified),x,14
CCCCCCCCN1[C@@H](CC(=O)OCC)c2ccc(C(F)(F)F)cc2S1(=O)=O,x,14
CCN1C(=O)N[C@@H](c2cccc(C(F)(F)F)c2)[C@H](C(=O)OC)[C@H]1C,x,-1
C=CCOC(=O)C1=C[C@H](c2coc3ccccc3c2=O)C[C@H](OCCCCO)O1,x,14
COc1ccc(CNC(=O)[C@@H]2CC=C[C@@H]3CCN(C4CCCCC4)C(=O)[C@@H]32)cc1,x,9
CCCCC1=CC2=CC(=O)C(C)(OC(=O)c3cccs3)C(=O)C2=CO1 (stereo unspecified),x,11
CCC(C)[C@H]1CN=C(N)N1CCc1cccc2ccccc12 (stereo partly specified),x,20
C#CCNC(=O)C1=C[C@@H](c2ccc3c(c2)OCO3)C[C@@H](OCCCCO)O1,x,4
C#Cc1ccc([C@H]2C=C(C(=O)NCc3nc4ccccc4[nH]3)O[C@@H](OCc3ccc(CO)cc3)C2)cc1,x,6
CCOC(=O)C(C)Sc1nc(-c2ccc(OC)cc2)nc2c1c(=O)n(C)c(=O)n2C (stereo unspecified),2,x
Cc1c(C(=O)Nc2ccccc2N2CCOCC2)sc2nc3n(c(=O)c12)CCC3,22,x
CN(C)CCCN1C(=O)C(=O)/C(=C(/O)c2ccc3c(c2)OCCO3)C1c1ccco1 (stereo unspecified),9,x
Cc1cc(C)c2c(n1)nn1c(N3CCN(c4ccccn4)CC3)cc(C)nc21,21,x
